NR2E3 ag-1 – agonists of human nuclear receptor NR2E3. Q9Y5X4. 320,000 compounds, 0.12% hits. inhibition of corepressor binding, % at 4.78 µM. AID 2300. GST-NR2E3/biotin-RetCOR TR-FRET, 1536-well;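 active = percent inhibition above the cutoff of mean plus 3 SD of all tested compounds, set per screening campaign, cut at about 20% in these data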;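 note: 0% = DMSO wells and 100% = biotin wells as full block of FRET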
Target sequence (Q9Y5X4 whole entry, looked up): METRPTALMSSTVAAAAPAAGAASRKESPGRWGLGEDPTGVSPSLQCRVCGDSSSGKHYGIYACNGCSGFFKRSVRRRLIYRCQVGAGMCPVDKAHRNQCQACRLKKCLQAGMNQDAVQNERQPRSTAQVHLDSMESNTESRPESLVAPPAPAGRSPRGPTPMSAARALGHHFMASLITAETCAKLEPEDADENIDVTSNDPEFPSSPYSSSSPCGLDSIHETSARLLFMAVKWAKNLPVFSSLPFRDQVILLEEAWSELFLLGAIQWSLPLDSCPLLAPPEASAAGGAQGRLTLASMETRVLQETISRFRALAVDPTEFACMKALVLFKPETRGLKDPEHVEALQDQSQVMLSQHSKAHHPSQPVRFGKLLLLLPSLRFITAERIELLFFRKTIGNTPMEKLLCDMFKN
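System: GST-tagged NR2E3 plus biotinylated RetCOR corepressor; Amount: 1.35 nM GST-tagged NR2E3 final; Dosing: single nominal compound dose of 4.8 µM; Schedule: 5 h incubation at 4 °C; Technique: TR-FRET with europium anti-GST and streptavidin-D2, 340 nm excitation; Controls: biotin wells as high control, 0.6% DMSO wells as low control.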
NR2E3 ag-2 – human photoreceptor-specific nuclear receptor agonism; CHO-S Gal4-NCOR/VP16-NR2E3 two-hybrid, luciferase; inhibition of corepressor binding, % at 3.98 µM; 360,000 compounds, 0.35% hits; AID 602229;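 active = inhibition above the mean of all tested compounds plus 3 SD, cut at about 70% in these data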;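 note: 0% = DMSO with NR2E3 transfected cells and 100% = cells lacking NR2E3 construct; higher means lower luciferase signal from less NR2E3 corepressor binding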
EBV LMP1 NFkB – inhibitors of Epstein-Barr LMP1-induced NF-kappaB reporter | LMP1-induced NF-kappaB luciferase reporter cells, luminescence | inhibition, % at 12.5 µM | 350,000 compounds, 0.69% hits; in the data active = inhibition above about 41%;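 note: 0% = neutral control wells and 100% = reference inhibitor control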
TRAIL sens C8 – sensitizes caspase-8 expressing cells to TRAIL; NB7+C8 cells + TRAIL, ATPlite viability luminescence; inhibition (viability loss, TRAIL sensitization), % at 10 µM; 360,000 compounds, 1% hits;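 active = compounds causing at least 50% loss of cell viability in the single-dose screen, relative to plate controls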
HIF-2a block – HIF-2a inhibition; 786-0 RCC cells HIF-2a reporter, luciferase luminescence, overnight; inhibition, % at 18.8 µM; 360,000 compounds, 0.72% hits;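 active = inhibition of the luminescence signal of 40% or more relative to plate controls, in a single-dose primary screen at 18.75 µM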
TRPM1 prom inh – reduces MITF-dependent TRPM1 promoter luciferase signal. inhibition, % at 12.5 µM. SK-MEL-5 TRPM1 promoter luciferase, 24 h. 330,000 compounds, 0.83% hits;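 active = mean inhibition across replicates of 60% or more, whatever share of single replicates reaches that level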; note: values of inactives mirror those of a sister screen read the other way
Peg3 promoter – Peg3 promoter activity inhibition; 360,000 compounds, 1.7% hits; HeLa PEG-Prom luciferase reporter, luminescence, overnight; inhibition, % at 20 µM; AID 588405;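 active = inhibition of at least 50% at 20 µM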
Shn3 inh set2 – Schnurri-3 reporter inhibition in Clone20 osteoblasts | AID 588674 | 360,000 compounds, 0.52% hits | Clone20 osteoblast Shn3 3'UTR firefly luciferase, 24 h | inhibition, % at 12.5 µM;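 active = mean inhibition of at least 75% with every replicate also reaching 75%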;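 note: 0% = median of neutral control wells and 100% = pilot-screen positive control compound; some compounds past the cut are filed as inactive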
KKLEB tox – counter-screen for CF NF-kB inhibitors: cytotoxicity; 360,000 compounds, 0.36% hits; activity change (cytotoxicity), % at 5 µM; AID 602141; KKLEB CF airway cells viability, ATPlite luminescence, overnight; stronger effect = lower value; cells stimulated with P. aeruginosa culture filtrate;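 active = corrected activity change at or below -50% at 5 µM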
CF NFkB block – inhibitors of cystic fibrosis induced NF-kB. AID 588850. inhibition, % at 5 µM. KKLEB NF-kB-GFP reporter, PAF-induced, GFP fluorescence overnight. 360,000 compounds, 0.86% hits;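 active = at least 50% inhibition at 5 µM, scaled per plate between neutral and stimulator controls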;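 note: PAF is a Pseudomonas aeruginosa culture filtrate used as stimulus; plate controls were PAF-stimulated DMSO wells for no effect and unstimulated DMSO wells for full effect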
hiPSC survival – enhancers of human iPSC single-cell survival. hiPSC single-cell survival, ATPlite luminescence; 100% = ROCK inhibitor wells, 0% = DMSO. survival enhancement, % at 20 µM. 360,000 compounds, 0.044% hits. AID 602274; in the data active = survival enhancement above about 18%;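 note: cells exposed to compounds for 16 hours before the ATP read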
Active calls of the source: *; . = no result given. Only part of the results is shown; the hit share may differ from the screen's.

SMILES	NR2E3 ag-1	NR2E3 ag-2	EBV LMP1 NFkB	TRAIL sens C8	HIF-2a block	TRPM1 prom inh	Peg3 promoter	Shn3 inh set2	KKLEB tox	CF NFkB block	hiPSC survival
C[C@@H]1CN([C@@H](C)CO)C(=O)c2cccc(NS(C)(=O)=O)c2O[C@H]1CN(C)CC1CCCCC1	.	-25	-6	6	2	-2	-2	12	4	2	0.6
O=C(O)CC1C(=O)NCCN1CCCc1ccccc1 (configuration not stated)	3	12	3	14	0	-9	-1	-22	-3	-16	0.9
COc1ccccc1-n1c(SCC(=O)NC(C)(C)C)nnc1-c1ccco1	-1	13	-4	-4	-1	10	9	1	-6	16	1.1
CCCn1c(=O)c2ccccc2n2c(=S)[nH]nc12	0	-19	6	5	9	.	17	10	-2	14	0.7
NC(=O)C1CCN(c2oc(/C=C/c3ccccc3)nc2S(=O)(=O)c2ccccc2)CC1	2	20	5	4	-16	11	26	1	-11	-14	-0.4
CCO[C@H]1OC(C(=O)Nc2ccccc2)=C[C@@H](c2ccc(C(F)(F)F)cc2)[C@@H]1CCCO	2	-46	-5	8	23	31	32	4	-1	-1	-3.7
Cc1cc(Br)ccc1OCC(=O)NNC(=O)C(=O)Nc1ccccc1	-2	-9	-25	7	-28	-12	-27	-30	4	-5	0.4
CN(C(=O)COC(=O)C(C)(C)Oc1ccc(Cl)cc1)c1c(N)n(Cc2ccccc2)c(=O)[nH]c1=O	-1	24	1	-14	7	4	-5	-10	-1	-1	-0.3
Cc1cc(C(=O)NN=Cc2ccc(OC(=O)c3ccco3)cc2)c(C)o1	.	4	3	5	-36	-5	-40	-7	2	-2	-2.2
Cc1ccccc1OCC(=O)N/N=C/c1ccc([N+](=O)[O-])o1	4	10	-26	23	-8	79*	7	-13	-1	0	1.2
O=C1CCC([N+](=O)[O-])C(c2ccc3c(c2)OCO3)N1 (configuration not stated)	5	-3	-4	-6	15	2	16	0	10	6	0.2
Cn1c(=O)c2cc(NC(=O)Nc3cccnc3)ccc2n1-c1ccc(C(C)(C)C)cc1	.	-22	.	17	1	.	37	15	-4	30	0.6

Next part; it opens with the five that closed the last part.
SMILES	NR2E3 ag-1	NR2E3 ag-2	EBV LMP1 NFkB	TRAIL sens C8	HIF-2a block	TRPM1 prom inh	Peg3 promoter	Shn3 inh set2	KKLEB tox	CF NFkB block	hiPSC survival
CN(C(=O)COC(=O)C(C)(C)Oc1ccc(Cl)cc1)c1c(N)n(Cc2ccccc2)c(=O)[nH]c1=O	-1	24	1	-14	7	4	-5	-10	-1	-1	-0.3
Cc1cc(C(=O)NN=Cc2ccc(OC(=O)c3ccco3)cc2)c(C)o1	.	4	3	5	-36	-5	-40	-7	2	-2	-2.2
Cc1ccccc1OCC(=O)N/N=C/c1ccc([N+](=O)[O-])o1	4	10	-26	23	-8	79*	7	-13	-1	0	1.2
O=C1CCC([N+](=O)[O-])C(c2ccc3c(c2)OCO3)N1 (configuration not stated)	5	-3	-4	-6	15	2	16	0	10	6	0.2
Cn1c(=O)c2cc(NC(=O)Nc3cccnc3)ccc2n1-c1ccc(C(C)(C)C)cc1	.	-22	.	17	1	.	37	15	-4	30	0.6
COc1ccccc1S(=O)(=O)c1c(C)cc(C)[nH]c1=O	0	1	4	-1	15	7	5	15	-16	8	-0.4
NC(=S)Nc1ccc2c(c1)OCO2	-2	-12	-20	-5	7	2	-12	-5	-1	12	0.2
COc1ccc(C(=O)N(C)c2c(C)n(C)n(-c3ccccc3)c2=O)cc1OC	6	14	-4	-3	17	8	12	6	10	-34	0.2
CCCCCCOC(=O)c1ccccc1NC(=O)/C=C/C(=O)O	0	-1	-4	11	-29	0	4	-82	-6	3	-3.1
Oc1ccc2[nH]cnc2c1CN1CCCCC1	-5	-41	5	-5	13	-3	8	21	-3	-9	0.1
Cc1ccc(C(=O)NCCCNC(=O)COc2ccc(Cl)c(C)c2)cn1	-1	2	6	-5	3	7	18	4	9	-8	-0.4
Cc1cc(NS(=O)(=O)c2ccc(NC(=O)c3cnc4scc(C)n4c3=O)cc2)nc(C)n1	0	-8	-3	-8	18	.	21	-10	-18	-8	2.9
COC(=O)[C@H](CC(C)C)NS(=O)(=O)c1ccc(F)cc1Br	.	-18	5	-2	-3	.	0	-41	4	-3	4.9
CN(C)C(=O)c1c(NC(=O)c2ccco2)sc2c1CCCCC2	-3	5	6	-5	-12	-10	-34	0	8	-5	-2.5
COc1ccccc1N1CCN(c2ccc(Cl)nn2)CC1	0	4	-6	-1	-21	-13	-8	5	13	-1	-0.1
Cc1ccc(S(=O)(=O)/N=C(/c2ccccc2)N(C)C)c(C)c1	5	-40	0	-10	4	2	4	15	-6	4	-0.7
COc1ccccc1Cc1c(-c2ccco2)nc2ccc(C)cn12	.	-25	.	42	-195	.	-198	6	-26	-12	-3.3
Clc1ccc(Oc2nc(N3CCOCC3)nc(N3CCOCC3)n2)cc1	-3	-4	6	-2	26	-2	14	7	-5	9	-1.3
COc1ccc(CSc2ncn[nH]2)cc1[N+](=O)[O-]	-3	-4	-3	-7	15	5	-3	8	1	3	6.7
O=C(COc1ccc2ccccc2c1)NNC(=O)C(=O)Nc1ccccc1	-1	4	-75	18	-3	1	-1	-16	-24	12	0.0
CC(C)(C)OC(=O)C[C@H]1C/C=C\C[C@@H](CC(=O)N(CCO)Cc2ccccc2)C(=O)N[C@@H](Cc2ccccc2)COC1=O	.	-20	-6	-13	1	-4	11	-3	-7	-2	-0.1
CC(Sc1nc2ccccc2s1)C(=O)Nc1nnc(C(C)C)s1 (configuration not stated)	0	-34	2	-14	7	-8	-4	-18	13	8	1.2
O=C1C(=Cc2cn(-c3ccccc3)nc2-c2ccc(OCc3ccc(Cl)cc3)cc2)SC(=S)N1CCS(=O)(=O)O	.	25	.	-10	4	.	15	13	20	15	7.1
Nc1nccnc1C(=O)OCC(=O)NCCc1ccc(Cl)cc1	-1	-26	6	-2	9	10	3	-8	4	31	0.3
O=C(NCc1nnc2c(C(F)(F)F)cc(Cl)cn12)c1ccc2c(c1)OCO2	1	-8	15	-3	-4	-7	5	-11	-5	0	-0.1
O=C(Nc1ccccc1)OCCOc1ccccc1Br	.	-57	-15	2	-297	-72	-227	-46	5	11	-0.3
CCN(C(=O)COC(=O)c1c(-c2ccccc2)noc1C)C1CCS(=O)(=O)C1 (configuration not stated)	3	13	-8	-10	13	6	10	-9	3	-10	-0.1
CN1CCN(/N=C/c2c3ccccc3c(Cl)c3ccccc23)CC1	2	3	-5	23	-3	-10	35	7	-4	15	-0.7
COc1ccc2cc(C(c3nnnn3Cc3ccccc3)N3CCCCCC3)c(=O)[nH]c2c1 (configuration not stated)	-2	13	0	8	14	0	25	-12	-8	-12	1.7

TRPM1 prom inh, entries above that show a hit.
| SMILES | NR2E3 ag-1 | NR2E3 ag-2 | EBV LMP1 NFkB | HIF-2a block | TRPM1 prom inh | Peg3 promoter | Shn3 inh set2 | CF NFkB block |
| --- | --- | --- | --- | --- | --- | --- | --- | --- |
| Cc1ccccc1OCC(=O)N/N=C/c1ccc([N+](=O)[O-])o1 | 4 | 10 | -26 | -8 | 79* | 7 | -13 | 0 |

Additional results follow:
SMILES	NR2E3 ag-1	NR2E3 ag-2	EBV LMP1 NFkB	TRAIL sens C8	HIF-2a block	TRPM1 prom inh	Peg3 promoter	Shn3 inh set2	KKLEB tox	CF NFkB block	hiPSC survival
Cc1ccn2cc(-c3nonc3C)cc2c1	1	-1	-15	13	-186	-82	-192	-14	3	-3	0.0
O=C(CSc1nn(-c2ccccc2)c(=S)s1)NC1CCS(=O)(=O)C1 (configuration not stated)	0	17	4	-3	8	9	-1	-30	8	5	0.9
CCN1CCN(c2ccc(S(=O)(=O)N3CCCCC3)cc2NC(=O)c2ccc(C)c(C)c2)CC1	.	-1	7	4	-10	-1	2	-1	8	11	-0.4
Cc1cc(C)c2c(N)c(C(=O)c3ccccc3)oc2n1	8	-13	-11	0	-86	-9	-47	11	7	-58	-0.9
Cc1ccc(OCC(=O)NNC(=O)CSc2ncc(C#N)c(N)n2)cc1	-4	-19	-3	-7	10	-10	-2	-3	19	4	-1.7
CCc1noc(C)c1C(=O)N1CCN(c2cccc(C)c2C)CC1	1	-6	0	-7	5	-2	14	4	-6	26	-0.3
CCC/C(O)=C1\C(=O)CC(c2ccccc2)CC1=NC (configuration not stated)	2	-23	-2	-7	13	1	-4	3	3	13	-1.7
O=C(NC(=S)Nc1ccccc1[N+](=O)[O-])c1ccco1	1	-19	-3	-2	-125	-13	-72	-24	-6	15	2.7
O=C(Cc1nnc(NC(=O)c2ccccc2)s1)N/N=C/c1ccco1	0	-20	-8	-10	0	14	4	-2	18	-5	-1.8
Cc1cc(NC(=O)CCc2ccc(-c3ccccc3)o2)no1	0	-12	1	-9	-9	-5	2	0	-1	-13	0.1
CC1=C(C(=O)NC2CCC(C)CC2)C2(CCC(C)CC2)OC1=O (configuration not stated)	1	-1	-6	30	4	.	16	-3	6	-14	-0.7
CCCCN(C(=O)CSc1nnc(Nc2ccc(C)c(C)c2)s1)c1c(N)n(Cc2ccccc2)c(=O)[nH]c1=O	0	-1	-4	44	-186	-27	-144	-2	-12	14	-1.9
O=C(NCCCN1CCCC1)c1cccc(N2CCCC2=O)c1	1	-5	2	4	11	-1	-6	5	-4	-6	-1.1
CCN(C(=O)c1cnc(NC(C)C)cc1C(F)(F)F)c1ccc(Cl)cc1Cl	2	-27	-14	4	25	3	34	35	-2	-3	-0.4
O=C1NC(Cc2ccc(O)cc2)c2nc3ccc(Cl)cc3c(=O)n2-c2cc3ccccc3cc21 (configuration not stated)	.	-21	6	26	-39	.	61*	39	-17	23	-2.0
COc1ccc(C)cc1NC(=O)CN1CCN(S(=O)(=O)c2ccc(Cl)cc2)CC1	2	8	-10	-3	18	-7	9	1	9	2	-1.7
